High-throughput results from PubChem BioAssay.
CCR6 antag – antagonists of human CCR6 receptor; P51684; CHO-K1 CCR6 PathHunter beta-arrestin, luminescence, CCL20-stimulated; inhibition, % at 20 µM; hit rate 0.49% among 340,000; AID 493098;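 active = compounds whose inhibition of the agonist-driven luminescence signal at 20 µM reaches about 50%, limit read from the data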;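 note: cells stimulated with CCL20 at 14 nM final; plate controls were DMSO with CCL20 for no effect and DMSO without agonist for full effect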
Target sequence (P51684 whole entry, looked up): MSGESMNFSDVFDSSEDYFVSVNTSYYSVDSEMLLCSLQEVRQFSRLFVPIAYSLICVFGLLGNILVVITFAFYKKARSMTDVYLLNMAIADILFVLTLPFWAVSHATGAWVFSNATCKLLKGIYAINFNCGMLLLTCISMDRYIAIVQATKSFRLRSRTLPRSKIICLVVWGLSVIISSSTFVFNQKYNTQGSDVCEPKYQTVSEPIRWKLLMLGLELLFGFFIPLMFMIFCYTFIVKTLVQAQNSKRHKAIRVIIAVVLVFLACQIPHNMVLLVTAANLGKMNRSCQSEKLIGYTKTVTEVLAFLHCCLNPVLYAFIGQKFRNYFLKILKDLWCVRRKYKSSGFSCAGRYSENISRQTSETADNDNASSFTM
CXCR6 block – inhibitors of human CXCR6 receptor | O00574 | CHO-K1 PathHunter CXCR6 beta-arrestin, luminescence | inhibition, % at 20 µM | hit rate 0.36% among 360,000; in the data active = inhibition above about 34%, passing the limit was not always enough;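 note: antagonist mode with CXCL16 agonist at 10 nM final; 0% = 10 nM CXCL16 with DMSO and 100% = unstimulated wells without agonist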
Target sequence (O00574 whole entry, looked up): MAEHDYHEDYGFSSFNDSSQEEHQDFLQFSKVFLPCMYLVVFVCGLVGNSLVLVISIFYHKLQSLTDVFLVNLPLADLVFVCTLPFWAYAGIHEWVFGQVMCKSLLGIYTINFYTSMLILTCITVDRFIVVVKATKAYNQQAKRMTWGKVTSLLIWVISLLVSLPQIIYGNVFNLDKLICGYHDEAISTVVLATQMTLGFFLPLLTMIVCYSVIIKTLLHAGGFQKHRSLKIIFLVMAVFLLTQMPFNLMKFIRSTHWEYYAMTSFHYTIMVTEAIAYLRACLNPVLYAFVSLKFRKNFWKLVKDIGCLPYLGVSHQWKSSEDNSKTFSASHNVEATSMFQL
697 NFkB inh – lowers PMA/ionomycin-induced NF-kB signal in 697 B cells; hit rate 0.33% among 330,000; 697 B-cell NF-kB luciferase reporter, 16 h; inhibition, % at 4 µM; in the data active = inhibition above about 35%
Gli-Sufu antag – blocks Gli-Sufu signaling in a luciferase reporter; Sufu-KO-LIGHT fibroblasts, Gli luciferase reporter luminescence; inhibition, % at 5 µM; hit rate 0.74% among 340,000; AID 588413;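 active = inhibition above about 55%, limit read from the data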;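 note: 0% = DMSO-treated cells and 100% = wells with medium but no cells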
UBC13 polyUb – blocks human UBC13 polyubiquitin chain formation | hit rate 0.47% among 330,000 | TR-FRET | AID 485273 | inhibition, % at 20 µM | P61088; in the data active = inhibition above about 45%, passing the limit was not always enough
EBI2 antag – EBI2 (human) antagonism; inhibition, % at 5 µM; hit rate 0.81% among 360,000; AID 651636; P32249; EBI2 beta-arrestin recruitment, luminescence, 7a,25-OHC stimulated; in the data active = inhibition above about 38%;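 note: enzyme fragment complementation signal reports receptor beta-arrestin coupling in cells; 0% = agonist plus DMSO wells and 100% = wells without agonist; some results beyond the cut were filed as inactive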
Target sequence (P32249 whole entry, looked up, the tested form may be a part): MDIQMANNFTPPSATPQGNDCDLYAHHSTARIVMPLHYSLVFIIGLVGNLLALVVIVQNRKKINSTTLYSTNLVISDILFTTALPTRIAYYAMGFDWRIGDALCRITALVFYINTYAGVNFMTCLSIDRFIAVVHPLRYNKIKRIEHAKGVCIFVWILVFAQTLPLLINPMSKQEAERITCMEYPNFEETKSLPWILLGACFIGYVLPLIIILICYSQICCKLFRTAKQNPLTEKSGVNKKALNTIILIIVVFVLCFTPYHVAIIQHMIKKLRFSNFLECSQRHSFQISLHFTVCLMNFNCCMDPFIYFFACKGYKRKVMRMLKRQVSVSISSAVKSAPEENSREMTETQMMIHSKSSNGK
APJ antagonist – blocks the human apelin receptor APJ; P35414; CHO-K1 APJ beta-arrestin complementation, luminescence; inhibition, % at 20 µM; hit rate 0.32% among 330,000;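 active = inhibition above about 40% at 20 µM, limit read from the data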;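 note: cells challenged with 10 nM apelin-13 agonist together with compound; plate controls were apelin-13 plus DMSO wells for no effect and DMSO wells lacking apelin-13 for full effect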
Jurkat NFkB inh – lowers PMA/ionomycin-induced NF-kB signal in Jurkat cells. PMA/ionomycin-induced NF-kB luciferase reporter, luminescence. inhibition, % at 4 µM. hit rate 0.53% among 330,000; in the data active = inhibition above about 50%
Starred values were filed as active, the others as inactive; / = no result given.

SMILES,CCR6 antag,CXCR6 block,697 NFkB inh,Gli-Sufu antag,UBC13 polyUb,EBI2 antag,APJ antagonist,Jurkat NFkB inh
CC(C)Oc1ccc(-c2nn(-c3ccccc3)cc2/C=c2\sc3ncnn3c2=O)cc1,/,/,8,/,0,/,2,6
O=C(CC1Nc2ccccc2NC1=O)NCCCN1CCCCCC1 (stereo unspecified),-1,5,0,2,21,-3,2,8
CCOc1ccc(N(C)C(=O)CCc2nnc3ccc(NCc4ccco4)nn23)cc1,13,2,-23,-3,-1,-8,5,-6
C/C(=N\NC(N)=O)c1ccccc1Cl,1,5,6,-16,-2,-5,2,-6
CN(CC(=O)Nc1cc(S(=O)(=O)N2CCOCC2)ccc1Cl)C1CCS(=O)(=O)C1 (stereo unspecified),18,-9,6,5,-5,11,1,-9
COc1ccc(N2C(=O)C(CC(N)=O)N(NC(=O)CCc3ccccc3)C2=O)cc1 (stereo unspecified),6,0,3,1,22,-12,4,5
Cc1ccc(-c2csc(NC(=O)c3ccno3)n2)cc1,23,-2,-58,3,-19,-8,-12,-30
Cc1ccc(/C=C/C(=O)NC2CCS(=O)(=O)C2)cc1 (stereo unspecified),9,6,-16,-1,-7,-3,0,3
Cc1c(C(=O)Nc2ccc(Cl)cc2)c2ccccn2c1C(=O)c1ccc([N+](=O)[O-])cc1,17,13,-11,5,-41,-7,-25,-3
CCOC(=O)c1cn(-c2ccccc2)nc1-c1cccnc1,4,-4,6,3,-20,9,14,5
COc1ccc(CCNC(=O)Cn2c(=O)n(-c3ccc(F)cc3F)c(=O)c3sccc32)cc1OC,-4,-3,23,-6,11,-2,-9,-3
Cc1ccc(C2=NC3(CCCC3)N=C2SCC(=O)Nc2ccc3c(c2)OCCO3)cc1,17,-3,1,-7,16,14,-1,-6
CCc1ccccc1NC(=O)CNC(=O)CCc1nc2sc3c(c2c(=O)[nH]1)CCCC3,9,-1,11,-5,0,3,13,2
COc1cccc(CN2CC(C(=O)N3CCCCCCC3)CCC2=O)c1 (stereo unspecified),4,4,-8,4,-9,8,-11,-8
Cc1ccccc1C(=O)N1CCCC(N2CCN(Cc3ccc4c(c3)OCO4)CC2)C1 (stereo unspecified),7,-1,-26,25,0,-2,-14,-13
COc1ccc(CC(=O)Nc2ccc(-c3noc(COc4ccccc4C)n3)cc2)cc1,2,-4,-5,-1,-15,0,14,4
CCOC(=O)C1=C(C)NC(=S)NC1c1ccc(-c2ccc(Cl)cc2)o1 (stereo unspecified),-5,-14,3,8,18,12,13,15
Cc1ccccc1-n1nnnc1SCC(=O)c1c(N)n(C)c(=O)n(C)c1=O,9,2,15,-5,-3,1,27,8
Cc1sc2ncn(CC(=O)NCCCN3CCC(C)CC3)c(=O)c2c1S(=O)(=O)N1CCC(C)CC1,1,13,-36,-16,-5,-6,-2,-29
O=C(CN1C(=O)C(=O)N(Cc2ccco2)C1=O)c1c[nH]c2ccccc12,6,3,1,-4,-3,-5,15,-12
COc1cc2nc(N(CCCN(C)C)C(=O)c3ccc(S(=O)(=O)N(C)C4CCCCC4)cc3)sc2cc1OC,0,-1,-3,32,16,-9,20,-3
NNC(=S)NCc1ccco1,8,-10,-13,-1,-8,2,-22,4
CC1=C(C(=O)OCc2ccccc2)C(c2ccccc2[N+](=O)[O-])NC(=O)N1C (stereo unspecified),0,1,-2,12,-2,0,-12,0
CCc1noc(C)c1C(=O)Nc1ccc(Cl)c(S(=O)(=O)N2CCCCC2)c1,21,-5,-21,11,-5,2,23,18
CCn1c(CNC(=O)c2cccs2)n[nH]c1=S,6,-9,-12,-1,3,-1,-6,18
Cc1nnc(NC(=O)CCn2c(=O)oc3ccc(Cl)cc32)s1,7,-6,22,2,0,-7,16,-4
c1ccc(Nc2cccc3c(Nc4ccccc4)cccc23)cc1,25,-7,-27,-33,23,9,-2,-2
N#Cc1ccc(CSCC(=O)NN=C2CCCC2)cc1,-14,-6,6,2,8,-1,6,-25
COc1cccc(CCNC(=O)c2ccc(C#N)cc2)c1,9,1,17,-19,5,3,6,-9
Cc1c(C(=O)Nc2cccc(S(=O)(=O)N3CCOCC3)c2)oc2ccc(Br)cc12,-6,-2,-8,-6,-4,28,2,-7
CC1(C)CC(=O)C2=C(C1)OC(N)=C(C#N)C2c1ccc(OC(=O)N2CCOCC2)cc1 (stereo unspecified),-3,0,2,-3,5,-6,16,-21
CCCCCCCCc1nnc(NC(=O)c2ccco2)s1,-2,-3,-4,-1,-11,-9,9,-8
CC(C)(C)c1cc(=O)[nH]c(SCc2ccccc2Cl)n1,-5,0,4,10,-3,-4,7,6
NCCCC[C@@H]1NC(=O)c2cc([N+](=O)[O-])cc(F)c2NCCCC[C@@H](C(N)=O)NC(=O)CNC1=O,3,2,-8,-13,85*,-2,-10,-4
CCCN1C(=O)SC(CC(=O)Nc2ccc(C)cc2)C1=O (stereo unspecified),28,-2,14,0,5,-5,11,3
COc1ccc(Cl)cc1C(=O)Nn1cnnc1,3,-2,11,1,7,3,-4,12
O=C1CC(Cc2ccc(Cl)cc2)C(=O)N1c1ccccn1 (stereo unspecified),10,-10,-2,-4,4,-13,-4,-5
O=C(NCc1ccco1)c1cccc(Br)c1,6,1,-7,-1,-4,-4,10,8
O=C(CCNC(=O)c1ccc(Cl)cc1)Nc1nc2ccccc2[nH]1,6,-6,-13,-3,1,-4,11,-2
COc1cccc(CNC(=O)C(=O)NCCC2CCCCN2S(=O)(=O)c2ccc(C)cc2)c1 (stereo unspecified),12,2,-29,13,0,9,-57,21
Cc1ccc(S(=O)(=O)N2CCN(C(=O)COC(=O)c3nc(Cl)ccc3Cl)CC2)c(C)c1,8,-1,/,1,/,2,/,/
CCC(CC)C(=O)Nc1ccc([N+](=O)[O-])cn1,6,0,8,2,-5,-10,-4,-12
COC(=O)N/N=C/c1ccc(-c2ccccc2Cl)o1,7,-6,-20,-10,-17,9,1,-11
COc1cc(C2SCC(=O)N2CCc2ccc(OC)c(OC)c2)ccc1O (stereo unspecified),-4,2,-13,-2,3,-23,3,-20
COc1cc(C)nc(N2CCCC(C(=O)Nc3cccc(Cl)c3Cl)C2)n1 (stereo unspecified),0,5,15,3,4,1,-1,3
O=C(CSc1nc(-c2ccco2)cc(C(F)(F)F)n1)N1CCSCC1,-9,6,5,-2,-16,-32,2,-2
COc1ccc(-c2nnc(SCC(=O)Nc3cccnc3Cl)n2C)cc1,8,0,5,-5,1,6,12,20
CCN1CCN(CC(=O)Nc2ccc3c(c2)OCCO3)C(=O)C1=O,-9,7,-10,32,9,-5,-3,-8
O=c1[nH]c(CSc2nc3ccccc3s2)nc2cc(Cl)ccc12,/,/,-24,/,1,/,-9,-1
O=C(Cn1nnc(-c2ccc(F)cc2)n1)Nc1cccc(S(=O)(=O)N2CCCC2)c1,13,-3,-4,6,9,4,1,10

Five compounds from above with just Jurkat NFkB inh and CXCR6 block.
| smiles | Jurkat NFkB inh | CXCR6 block |
| --- | --- | --- |
| Cc1ccc(S(=O)(=O)N2CCN(C(=O)COC(=O)c3nc(Cl)ccc3Cl)CC2)c(C)c1 | / | -1 |
| CCC(CC)C(=O)Nc1ccc([N+](=O)[O-])cn1 | -12 | 0 |
| COC(=O)N/N=C/c1ccc(-c2ccccc2Cl)o1 | -11 | -6 |
| COc1cc(C2SCC(=O)N2CCc2ccc(OC)c(OC)c2)ccc1O (stereo unspecified) | -20 | 2 |
| COc1cc(C)nc(N2CCCC(C(=O)Nc3cccc(Cl)c3Cl)C2)n1 (stereo unspecified) | 3 | 5 |

The list goes on.
SMILES,CCR6 antag,CXCR6 block,697 NFkB inh,Gli-Sufu antag,UBC13 polyUb,EBI2 antag,APJ antagonist,Jurkat NFkB inh
Cc1ccc(-n2cc(CNCCc3cscn3)c(-c3ccc(F)cc3)n2)cc1,11,-2,-15,25,13,-3,-19,-4
O=C(O)Cn1cc(/C=c2/sc3nc4ccccc4n3c2=O)c2ccccc21,6,11,-114,-57,-27,15,-13,-88
CNS(=O)(=O)c1cnccc1N1CCN(c2cccc(Cl)c2)CC1,-13,1,13,10,6,-1,22,7
COc1ccc(C(=O)OCN2C(=O)c3ccccc3C2=O)cc1,8,-8,2,-5,2,-20,-22,-13
O=C1NC2(CCCCC2)CO1,2,4,-38,-8,-4,5,-74,-18
COc1ccc(CCN(C(=O)c2ccco2)C(C(=O)NC2CCCC2)c2ccncc2)cc1OC (stereo unspecified),6,5,6,4,-2,-1,-2,-15
CC(NC(=O)Cc1ccsc1)c1ccc(S(N)(=O)=O)cc1 (stereo unspecified),22,-8,9,-1,1,-14,-15,4
Cc1cc(C)nc(NC2=NCCN2C(=S)Nc2c(C)cccc2C)n1,21,0,15,-2,1,-1,11,6
CC(=O)C[C@H]1c2ccccc2S(=O)(=O)N1C1CCCCC1,9,-2,4,2,6,-13,-30,-8
CCc1nc2ccccc2n1CC(O)COc1ccc(NC(C)=O)cc1 (stereo unspecified),2,0,-21,-8,-1,-3,13,-10
CC(C)Cn1c(SCC#N)nc2ccccc2c1=O,6,5,-5,-10,6,8,20,1
O=C(C1CCN(S(=O)(=O)c2cccc3cccnc23)CC1)N1CCN(Cc2ccccc2)CC1,-1,1,17,7,8,0,12,9
CC(C)(C)C(=O)N(Cc1ccc(Cl)cc1)c1cnccn1,-3,-3,3,2,3,2,-9,3
O=C(c1ccco1)N1CCN(C(=O)c2cc3cc([N+](=O)[O-])ccc3oc2=O)CC1,12,-1,24,-14,-11,2,21,1
O=C(CN1CCN(c2ccccc2O)CC1)NC(=O)NCc1ccccc1,6,2,1,-4,-15,-1,6,7
COc1ccc(OC)c(-n2nnnc2SCC(=O)O)c1,0,1,10,0,-4,-6,17,13
Cc1ccc(OCCN(C)C(=O)c2cc(COc3ccc(F)cc3F)on2)cc1,20,1,4,3,-6,-5,-3,0
CCOc1ccc(NC(=O)CCC(=O)c2ccc(F)cc2)cc1,5,2,4,/,-3,4,8,-5
COc1cc(NC(=O)c2ccco2)c(OC)cc1NC(=O)CCC(=O)Nc1cc(C)ccc1C,2,8,12,7,0,9,11,21
Cc1nn(C(C)C(=O)NCc2cccs2)c(=O)c2nn(-c3ccccc3)c(C)c12 (stereo unspecified),14,3,-1,5,6,9,13,14
COC(=O)c1sccc1NC(=O)c1ccc(OC)cc1,9,12,-41,-13,13,15,22,-5
CCN(CC)C(=O)NC1CCCCCCC1,8,18,0,0,-7,-5,-2,-17
CCCc1nnc(NC(=O)CS(=O)(=O)c2ccccc2)s1,3,13,-2,-8,6,-4,-2,6
O=C(Nc1ccc2ccccc2c1)[C@@H]1C[C@H]1[C@@H](NP(=O)(c1ccccc1)c1ccccc1)c1ccccc1,4,6,-17,25,-4,59*,11,4
COc1ccc(OC)c(NC(=O)CC2C(=O)NCCN2C(=O)Nc2cccc(Cl)c2)c1 (stereo unspecified),-24,-4,8,-13,5,2,-13,-4

2 entries drawn at random from the list so far:
SMILES,CCR6 antag,CXCR6 block,697 NFkB inh,Gli-Sufu antag,UBC13 polyUb,EBI2 antag,APJ antagonist,Jurkat NFkB inh
CCN(CC)C(=O)NC1CCCCCCC1,8,18,0,0,-7,-5,-2,-17
CNS(=O)(=O)c1cnccc1N1CCN(c2cccc(Cl)c2)CC1,-13,1,13,10,6,-1,22,7

More entries follow:
SMILES,CCR6 antag,CXCR6 block,697 NFkB inh,Gli-Sufu antag,UBC13 polyUb,EBI2 antag,APJ antagonist,Jurkat NFkB inh
COc1cccc(NC(=O)CCN2C(=O)C3CC=CCC3C2=O)c1 (stereo unspecified),8,6,-29,-37,-5,1,-11,-33
O=C(CSc1nc(Nc2ccccc2)nc(N2CCOCC2)n1)Nc1ccc2c(c1)OCCO2,22,-8,-5,6,4,-1,-1,-5
O=S(=O)(NCC1CCCO1)c1ccc(NS(=O)(=O)c2ccc(F)cc2)cc1 (stereo unspecified),6,-5,7,13,-1,5,1,-32
CC(NC(=O)c1ccc2c(=O)n3c(nc2c1)CCCCC3)c1ccccc1 (stereo unspecified),5,-9,16,-4,-2,-7,19,13
Cc1cccc(N2CCN(S(=O)(=O)c3ccc4c(c3)CC(=O)N4C)CC2)c1C,6,7,-13,16,-3,-4,-3,18
